# Assay outcomes deposited in PubChem by The Scripps Research Institute Molecular Screening Center.
# MITF inh – MITF inhibitors, primary screen, biochemical, AlphaScreen, human; Microphthalmia-associated transcription factor (Homo sapiens), O75030; AlphaScreen MITF homodimerization, bead proximity signal; inhibition, % at 2.6 µM; 650,000 compounds, 0.91% hits; AID 1259374, 2018; in the data active means inhibition above about 50%;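 further: 0% = vehicle wells with protein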
# Target sequence (O75030 whole entry, looked up): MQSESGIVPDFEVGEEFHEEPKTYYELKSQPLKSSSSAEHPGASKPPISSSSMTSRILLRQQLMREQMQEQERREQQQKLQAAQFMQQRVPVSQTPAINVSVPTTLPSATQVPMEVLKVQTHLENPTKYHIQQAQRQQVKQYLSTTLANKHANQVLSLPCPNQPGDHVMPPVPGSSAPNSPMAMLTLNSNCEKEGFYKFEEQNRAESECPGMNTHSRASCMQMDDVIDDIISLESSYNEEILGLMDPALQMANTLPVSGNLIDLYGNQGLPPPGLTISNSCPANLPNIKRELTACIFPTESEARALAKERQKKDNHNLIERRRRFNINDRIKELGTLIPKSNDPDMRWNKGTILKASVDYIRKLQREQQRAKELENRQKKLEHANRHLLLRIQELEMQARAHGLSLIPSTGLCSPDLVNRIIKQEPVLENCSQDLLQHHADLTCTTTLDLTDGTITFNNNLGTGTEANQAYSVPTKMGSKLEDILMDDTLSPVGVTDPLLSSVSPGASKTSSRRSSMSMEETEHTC
# GPR151 ag – activators of human GPR151, primary screen, cell-based, PathHunter beta-arrestin, luminescence; G-protein coupled receptor 151 (Homo sapiens), Q8TDV0; PathHunter beta-arrestin GPR151 cells; activation, % at 11.2 µM; 650,000 compounds, 1% hits; AID 1508602, 2020; in the data active means activation above about 4.9%;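 further: 0% = median of compound wells and 100% = cells with positive control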
# Target sequence (Q8TDV0 whole entry, looked up): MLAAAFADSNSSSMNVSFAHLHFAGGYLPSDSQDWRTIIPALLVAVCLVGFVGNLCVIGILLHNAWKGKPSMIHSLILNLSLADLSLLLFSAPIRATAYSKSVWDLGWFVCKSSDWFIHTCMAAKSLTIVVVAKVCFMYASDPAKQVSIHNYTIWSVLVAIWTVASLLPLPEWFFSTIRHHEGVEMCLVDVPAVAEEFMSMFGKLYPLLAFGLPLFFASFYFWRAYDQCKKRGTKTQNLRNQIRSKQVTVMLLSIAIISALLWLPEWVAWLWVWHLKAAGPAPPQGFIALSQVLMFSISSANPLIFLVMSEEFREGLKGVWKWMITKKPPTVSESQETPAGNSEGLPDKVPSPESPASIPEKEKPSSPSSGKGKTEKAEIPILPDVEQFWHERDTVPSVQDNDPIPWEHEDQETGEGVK
# FBW7 activator – FBW7 E3 ligase activators, primary screen, biochemical, AlphaScreen, human. F-box/WD repeat-containing protein 7 (Homo sapiens), Q969H0. AlphaScreen FBW7–phospho-cyclin E peptide binding, activator screen. normalized activity (activation), % at 26.1 µM. 650,000 compounds, 0.13% hits; in the data active means normalized activity above about 1.9%;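 further: purified mutant Fbw7 with reduced substrate affinity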
# TEAD-YAP block – TEAD-YAP interaction inhibition, primary screen, TEAD-YAP interaction inhibitor project, luminescence, HEK-TIYL cells. TEAD-Gal4/YAP UAS-luciferase luminescence. inhibition, % at 9.12 µM. 640,000 compounds, 1.4% hits; in the data active means inhibition above about 32%;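 further: 0% = median of test compound wells and 100% = reference inhibitor wells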
# Starred values were filed as active, the others as inactive; & = joins results of further samples. Compounds were not picked by outcome; overall some 3.4% were active at least once.
SMILES,MITF inh,GPR151 ag,FBW7 activator,TEAD-YAP block
CN1C(=O)C2C(C1=O)N1C(c3ccco3)C3C(=O)N(C)C(=O)C3N1C2c1ccco1 (stereo not given),11,-1.8,-0.1,-7
O=C(CSc1nnc2ccccn12)Nc1ccc(F)cc1,21,0.6,0.0,-20
COc1cccc(NC(=O)c2cc([N+](=O)[O-])ccc2N2CCN(C)CC2)c1,-7,4.1,0.0,-7
COc1ccc(C2=N/C(=C/c3cccc(OC(C)=O)c3)C(=O)O2)cc1OC,-2,-0.4,-0.2,-16
CC(=O)NCCc1cc2cc(C)c(C)cc2[nH]c1=O,-15,0.2,0.0,7
O=C(O)CCCCCN1C(=O)C(=O)/C(=C(/O)c2ccccc2)C1c1ccccc1[N+](=O)[O-] (stereo not given),7,0.7,0.5,0
CCN(CC)C(=O)C1CCCN(c2nc(C)cc(Nc3ccc(Oc4ccccc4)cc3)n2)C1 (stereo not given),-2,12*,0.0,14
O=c1cc(CN2CCOCC2)nc(C2CC2)[nH]1,7,0.0,0.0,0
COc1ccc(NC(=S)NC2CCN(Cc3ccccc3)CC2)cc1OC,14,-0.1,-0.1,2
C=CCC/C(C)=N\NC(=O)c1cc(O)cc(O)c1,9,0.3,-0.1,2
O=C(Cn1c(=O)oc2cc(Cl)ccc21)NCCCN1CCN(c2ccccc2F)CC1,17,0.7,0.3,2
Cc1cccc(N2NC(=O)/C(=C/c3ccc(Cl)c([N+](=O)[O-])c3)C2=O)c1,7,1.7,-0.1,6
CCCCC(CC)CNC(=O)c1cnn2c(C)c(Cc3ccc(C)cc3)c(C)nc12 (stereo not given),-2,2.3,0.2,11
COc1cccc(CNC(=O)N(C)c2ccc(-c3cn[nH]c3)cc2)c1,-6,0.9,-0.3,-9
COC(=O)CSCc1ccc([N+](=O)[O-])cc1,18,-1.7,0.4,1
Cc1csc(NC(=O)c2nc(-c3ccccc3)n(-c3ccccc3)n2)n1,2,0.9,0.0,-2
CCC(C)(C)n1nnnc1C(c1cc(OC)ccc1OC)N1CCC(C(N)=O)CC1 (stereo not given),11,-0.2,0.3,10
O=C1CC2(CCN=N2)C(=O)N1c1ccccc1 (stereo not given),3,-0.5,-0.1,9
C=CCSc1nc2c(c(=O)[nH]1)C1(CCCCC1)Cc1ccccc1-2,7,-0.5,-0.6,1
Cc1c(NC(=O)COc2ccccc2)cccc1-c1nc2ncccc2o1,16,3.3,0.3,-4
CCCCC(=O)Nc1cccc(NC(=O)c2ccccc2I)c1,1,-0.6,0.0,6
CN1CCN(c2nc3c(c(=O)[nH]c(=O)n3C)n2CC(O)COc2ccc(Br)cc2)CC1 (stereo not given),13,0.0,-0.1,11
Cc1noc(C)c1-c1nc(Nc2ccc(N3CCOCC3)cc2)c2[nH]cnc2n1,3,1.0,0.4,-14
COc1ccc(-c2noc(CNC(=O)C(Cl)(Cl)Cl)n2)cc1,-28,8.0*,0.0,-28
Cc1onc(-c2ccccc2)c1CNS(=O)(=O)c1ccc(-c2ccon2)s1,18,3.2,1.0,4
COc1cc(/C(C)=N/NC(=O)c2ccccn2)ccc1O,14,-3.9,0.7,-7
CCN1CCN(C(c2cccs2)C(C)NC(=O)c2ccc(F)cc2)CC1 (stereo not given),-5,0.0,-0.1,-6
CC(C)N(CC(N)=O)c1ccc([N+](=O)[O-])cc1Cl,0,1.3,-0.1,-11
COc1ccc(S(=O)(=O)N(C)c2ccc(C(=O)NCc3ccco3)cc2)cc1OC,6,-1.0,-0.2,5
CSCC(=O)N1CCN(c2ccc([N+](=O)[O-])cc2)CC1,4,0.3,0.0,2
CC1CCN(C(=O)Cn2ncn3c(cc4ccsc43)c2=O)CC1,2,-0.1,0.0,-2
C#CCn1c(=NC(=O)C2CCN(S(C)(=O)=O)CC2)sc2cccc(F)c21,-14,0.8,-0.2,12
CC(=O)Nc1ccc(S(=O)(=O)NCCc2csc(-c3cccnc3)n2)cc1,4,2.6,0.2,-5
CCN1CCC(N2CCN(c3ccc(F)cc3)CC2)CC1,9,-0.6,0.0,8
Cc1ccc(S(=O)(=O)Nc2ccc3c(c2)CCCN3C(=O)c2ccccc2)c(C)c1,3,-0.5,0.0,-1
O=C1CSC(c2ccc(Cl)cc2)N1CCN1CCCCC1 (stereo not given),2,1.9,0.8,3
CCOc1ccc(-n2c(SCC(=O)Nc3ccc(C)cc3)nc3sc4c(c3c2=O)CCCC4)cc1,1,2.4,0.3,-28
O=C(NC1CCCCC1)c1ccc2c(=O)n(Cc3ccc(Cl)cc3)c(=S)[nH]c2c1,4,4.1,0.2,-5
CCOC(=O)c1[nH]c2cc(C(C)=O)sc2c1Br,0,-0.2,-0.1,-7
CS(=O)(=O)c1ccc(C(=O)OCC(=O)NCC2CCCO2)cc1[N+](=O)[O-] (stereo not given),6,-0.2,-0.1,5
Cc1cccn2c(CN(C)CCc3cn[nH]c3)c(C(=O)N(C)CCc3ccccc3)nc12,5,-0.7,0.0,-24
CC1=C(C(=O)OC2CCCC(C)C2)C(c2ccc(Cl)c(Cl)c2)NC(=O)N1 (stereo not given),8,1.1,0.0,-7
CCOC(=O)C1=C(C)N=c2s/c(=C\c3ccc(-c4cc(Cl)ccc4C)o3)c(=O)n2C1c1ccc(OC)c(OC)c1 (stereo not given),-1,-0.2,-0.1,-8
CCCCOC(=O)C1=C(C)NC2=C(C(=O)CCC2)C1c1cc(Br)c(O)c(OC)c1 (stereo not given),-5,-0.7,-0.2,5
COc1ccc(CCNC(=O)CN(c2ccccc2OC)S(C)(=O)=O)cc1OC,8,0.2,-0.1,2
Oc1cccc(Nc2nc3ccccc3n3nnnc23)c1,19,-0.3,0.5,-27
O/N=C(\Cc1cscn1)c1ccc(O)cc1O,-12,1.2,-0.1,-3
COC(=O)c1c(OCCN2CCCC2=O)cc(=O)n2c1CCN(Cc1cccs1)CC2,2,-0.1,0.1,5
CCOC(=O)c1ccc(CN2Cc3ccccc3C2=O)cc1,5,3.1,0.8,0
Cc1csc(NC(=O)C2CCCCC2C(=O)O)n1 (stereo not given),-5,1.0,0.2,5
C=CCn1c(=S)[nH]c2cc(C(=O)Nc3ccc(OC(F)(F)F)cc3)ccc2c1=O,-2,-0.1,0.2,6
Nc1nc(NCCO)cc(-c2cccs2)n1,20,-0.7,-0.2,-2
O=C(CC1CCCC1)NCCS(=O)(=O)N1CCN(c2ccccn2)CC1,6,0.7,0.1,5
CCc1c(C)nc(SCC(=O)N2CCCCCC2)[nH]c1=O,5,-1.0,0.2,4
COC(=O)C1=C(C)NC(C)=C(C(=O)OCCN(C)C=O)C1c1cccc([N+](=O)[O-])c1 (stereo not given),-4&0,1.9&1.0,0.0&0.1,4&0
O=C(Nc1cccnc1)c1cc([N+](=O)[O-])cc([N+](=O)[O-])c1,4,-1.0,0.0,1
C#CCN1C(=O)S/C(=C/c2cc3c(cc2OCC)OCO3)C1=O,6,0.7,0.0,9
O=C(CCc1ccccc1)NCC1OCCc2ccccc21 (stereo not given),-16,-1.7,0.0,-2
CCn1c(=O)c2cc(C(=O)NCc3cccs3)sc2c2ccccc21,7,-0.5,-0.1,-1
CCCCCCCC(=O)N/N=C(/C)CN1C(=O)c2ccccc2C1=O,11,1.5,0.1,-4

# Following part
SMILES,MITF inh,GPR151 ag,FBW7 activator,TEAD-YAP block
O=C1ON=C(c2ccccc2)/C1=C\c1ccc(OC(=O)c2ccccc2)cc1,37,-0.2,-0.1,-5
Cc1cccc(OCC(=O)Nc2ccc3c(c2)CC(=O)N3C)c1,16,-0.4,0.0,-4
Cc1cc2nn(-c3ccccc3)nc2cc1NC(=O)c1ccc(-c2ccc([N+](=O)[O-])cc2)o1,-15,-1.3,-0.3,-15
O=C1NC2CCCCC2NC1CC(=O)N1CCN(c2ccccc2)CC1 (stereo not given),-9,3.0,0.0,0
COc1ccc(NC(=O)C(c2ccc(C)cc2)N(Cc2ccco2)C(=O)Cc2c[nH]c3ccccc23)cc1 (stereo not given),3,0.3,0.0,-1
COc1ccccc1N(CC(=O)N1CCCCCC1)S(=O)(=O)c1ccc(C)cc1,-2,-2.0,0.1,-11
O=[N+]([O-])c1ccccc1Nc1ccccc1,20,0.9,-0.1,0
CC1CCN(c2cc(N3CCN(C(=O)c4ccccc4F)CC3)c([N+](=O)[O-])cc2F)CC1,10,-1.3,0.2,-2
CCOC(=O)C1CCN(C(=O)COCC(=O)N2CCC(C(=O)OCC)CC2)CC1,4,2.1,0.0,-4
COc1ccc(-c2cc3c(=O)n(CC(=O)NCC(C)c4ccccc4)ncn3n2)cc1 (stereo not given),1,-0.8,-0.1,-6
COc1ccc(C(=O)N2CCN3C(=O)CN(C)C(=O)[C@H]3C2)cc1,-2,-0.7,0.0,4
COc1ccccc1C1C2=C(Nc3c1c(=O)n(C)c(=O)n3C)c1ccccc1C2=O (stereo not given),-15,-0.3,-0.1,-8
CCCn1cc(SCC(=O)Nc2cc(C)ccc2C)c2ccccc21,5,-0.5,0.0,-8
CCc1ccccc1Nc1ncnc2c1cnn2-c1ccc(Cl)cc1,8,1.3,0.3,-27
O=C(O)CSc1cccc(C(F)(F)F)c1,-1,-0.5,-0.1,-1
CCOC(=O)c1[nH]c(C)c(C(=O)NC2CC(C)CC(C)(C)C2)c1C (stereo not given),3,0.0,0.0,13
CC(=O)Nc1ccc2c(c1)N(C(C)=O)c1ccccc1CC2,-3,0.0,-0.1,15
O=C(Nc1ccc(I)cc1)C1(c2ccccc2)CC1(Cl)Cl (stereo not given),5,0.6,-0.1,6
O=C1CN(C(=O)c2ccccc2F)c2ccccc2N1,-12,-0.4,0.1,-4
CC1=C(C(=O)Nc2ccccc2)C(c2ccc(OCc3ccccc3)cc2)NC(=O)N1 (stereo not given),1,0.1,0.0,2
NC(=O)C1(N2CCCCC2)CCN(CC(=O)Nc2ccc(Br)cc2)CC1,17,-0.4,0.8,14
Nc1nc(N)c2nc(CNc3ccc(C(=O)NC(CCC(=O)O)C(=O)O)cc3)cnc2n1 (stereo not given),-17&6,0.0&-1.3,0.0&0.4,0&-16
O=C(COc1ccc(-c2ccccc2)cc1)NNC(=O)Nc1cccc([N+](=O)[O-])c1,1,-0.7,0.0,0
COc1cccc(C2CCCCN2Cc2nc(-c3ccc(OC)c(OC)c3OC)no2)c1 (stereo not given),-2,-1.4,-0.1,-11
COc1ccc(OCCOc2ccc(/C=C3/C(=N)N4OC(C)=CC4=NC3=O)cc2)cc1,-6,-2.5,-0.1,-8
COc1ccccc1/C=N\NC(=O)c1cc2ccccc2cc1OC,25,-1.2,0.8,-7
CC(C)CCN1CCNC(=O)C1(C)CC(C)C (stereo not given),11,1.5,0.3,2
CC(C)Cc1c(C#N)c(SCC(N)=O)nc2c1CCCC2,-4,-0.3,0.1,0
Cc1ccc(CNC(=O)c2cc(S(=O)(=O)N3CC(C)CC(C)C3)ccc2F)cc1 (stereo not given),4,1.1,0.0,7
Cc1cc(C)c(NC(=O)c2cc(S(=O)(=O)N3CCN(c4ccccc4F)CC3)ccc2F)c(C)c1,15,-0.5,0.0,2
CCC1(c2ccccc2)NC(=O)N(CC(=O)Nc2ccccc2-c2ccccc2)C1=O (stereo not given),7,-0.5,0.0,6
Cc1cc(N2CCOCC2)nc2ccc(NC(=O)Cc3ccc(Cl)cc3)cc12,0,-1.0,0.8,-1
Cc1nc(C(C#N)c2ccccc2)cs1 (stereo not given),-3,-0.2,0.0,3
c1ccc(CSc2cccc3c(SCc4ccccc4)cccc23)cc1,12,0.6,0.5,-1
O=C(Cc1ccccc1[N+](=O)[O-])NCCCN1CCOCC1,-1,-1.0,-0.2,9
CCCN1C(=O)C(O)(CC(=O)c2ccccc2)c2cc(Br)ccc21 (stereo not given),17,0.5,0.0,18
COc1ccc(OC)c(-c2nc(Nc3ccccc3F)sc2CC(=O)O)c1,3,-0.4,0.1,-14
CCOc1ccc(-c2noc(CCCC(=O)Nc3ccccc3F)n2)cc1OC,-11,0.5,0.0,11

# 5 entries picked at random from the list so far, as already listed:
SMILES,MITF inh,GPR151 ag,FBW7 activator,TEAD-YAP block
NC(=O)C1(N2CCCCC2)CCN(CC(=O)Nc2ccc(Br)cc2)CC1,17,-0.4,0.8,14
COc1ccc(OC)c(-c2nc(Nc3ccccc3F)sc2CC(=O)O)c1,3,-0.4,0.1,-14
COc1cccc(C2CCCCN2Cc2nc(-c3ccc(OC)c(OC)c3OC)no2)c1 (stereo not given),-2,-1.4,-0.1,-11
CC(C)Cc1c(C#N)c(SCC(N)=O)nc2c1CCCC2,-4,-0.3,0.1,0
Cc1cc(C)c(NC(=O)c2cc(S(=O)(=O)N3CCN(c4ccccc4F)CC3)ccc2F)c(C)c1,15,-0.5,0.0,2

# An excerpt from above, limited to MITF inh and FBW7 activator:
SMILES | MITF inh | FBW7 activator
COc1ccc(OC)c(-c2nc(Nc3ccccc3F)sc2CC(=O)O)c1 | 3 | 0.1
CCC1(c2ccccc2)NC(=O)N(CC(=O)Nc2ccccc2-c2ccccc2)C1=O (stereo not given) | 7 | 0.0
Cc1nc(C(C#N)c2ccccc2)cs1 (stereo not given) | -3 | 0.0
NC(=O)C1(N2CCCCC2)CCN(CC(=O)Nc2ccc(Br)cc2)CC1 | 17 | 0.8
O=C(COc1ccc(-c2ccccc2)cc1)NNC(=O)Nc1cccc([N+](=O)[O-])c1 | 1 | 0.0
CCCN1C(=O)C(O)(CC(=O)c2ccccc2)c2cc(Br)ccc21 (stereo not given) | 17 | 0.0
Cc1cc(N2CCOCC2)nc2ccc(NC(=O)Cc3ccc(Cl)cc3)cc12 | 0 | 0.8
